Compound activity from PubChem BioAssay.
KAT2A inh: inhibitors of human GCN5L2 histone acetyltransferase. Q92830. GCN5L2 HAT assay, ThioGlo1 CoA-SH fluorescence. Potency, µM (doses to about 58.9 µM), without a hit: at the highest dose activity change, negative = inhibition, most hits filed as inhibitors. actives 0.21% (n = 390,000)
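GCN5L2 (20 nM) in 50mM HEPES pH 7.5, 0.1mM EDTA, 0.01% Tween-20 preincubated 15 min with compounds at room temperature. Reaction started with H3(1-25) 75uM, acetyl-CoA 70uM, ThioGlo1 50uM; CoA-thiol fluorescence (Ex340/Em540) read at 0 and 20 min.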
TDP1 block: inhibitors of human tyrosyl-DNA phosphodiesterase TDP1; AID 485290; actives 0.28% (n = 350,000); Potency, µM (highest dose often 130 µM), without a hit: at the top dose activity change, negative = inhibition, actives largely listed as inhibitors; recombinant TDP1, AlphaScreen DNA substrate cleavage; Q9NUW8; note: nearly all actives have a fitted effect of over 40% in size
Target sequence (Q9NUW8 whole entry, looked up): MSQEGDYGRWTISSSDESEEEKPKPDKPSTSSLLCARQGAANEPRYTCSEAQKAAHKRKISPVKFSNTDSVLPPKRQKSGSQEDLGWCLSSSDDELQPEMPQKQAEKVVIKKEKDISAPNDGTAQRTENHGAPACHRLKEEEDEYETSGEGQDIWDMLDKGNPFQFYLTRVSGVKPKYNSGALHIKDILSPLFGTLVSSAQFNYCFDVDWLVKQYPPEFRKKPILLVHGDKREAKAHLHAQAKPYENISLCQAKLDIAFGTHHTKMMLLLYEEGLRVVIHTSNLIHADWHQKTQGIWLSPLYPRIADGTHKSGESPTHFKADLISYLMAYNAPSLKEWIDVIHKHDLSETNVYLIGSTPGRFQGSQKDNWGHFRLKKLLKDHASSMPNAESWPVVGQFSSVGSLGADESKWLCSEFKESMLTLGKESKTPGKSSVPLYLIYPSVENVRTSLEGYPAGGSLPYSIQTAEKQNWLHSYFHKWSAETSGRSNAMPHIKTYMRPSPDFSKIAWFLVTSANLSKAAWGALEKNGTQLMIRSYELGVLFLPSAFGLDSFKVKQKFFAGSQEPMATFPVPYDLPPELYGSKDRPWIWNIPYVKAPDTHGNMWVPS
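Recombinant E. coli-expressed Tdp1 (1 nM) preincubated with compound 15 min at RT, then 5'-biotin/3'-phosphotyrosine-FITC DNA substrate (15 nM) added for 5 min. AlphaScreen beads (10 ug/ml) added, 10 min RT; tyrosine-FITC cleavage read as signal loss.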
TDP1 cell noCPT: qHTS for Inhibitors of human tyrosyl-DNA phosphodiesterase 1 (TDP1): qHTS in cells in absence of CPT | DT40 Tdp1-/- hTDP1 cells, no CPT, ATP luminescence, 48 h | Potency, µM (series often up to 46.2 µM), without a hit: at the highest dose activity change, negative = growth inhibition, most hits filed as inhibitors | actives 15% (n = 420,000) | AID 686978, 2013; note: nearly all actives have a fitted effect of over 55% in size
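Stably hTDP1-transfected Tdp1-null chicken DT40 cells were treated with library compounds minus camptothecin and grown for at least 48 hr at 37 °C, after which cellular ATP was quantified by luminescence.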
* = called active by the depositor; ? = inconclusive; . = not tested or not shown; & = joins results of further samples; [ ] = another dose, or the depositor's remark. Calls come from the whole dose curve; as a rule, active = well fitted curve in the direction sought with a large enough effect; inconclusive = small, poorly fitted or top-dose-only effect, or another doubt; inactive = no such curve, though single readings can be large; an effect the other way counts as inactive or inconclusive. % is set by controls: 0 for no effect and ±100 for the full control effect; potency is the fitted concentration of half-maximal effect. This is a subset. The share of hits here may be higher or lower than overall.

mol,KAT2A inh,TDP1 cell noCPT,TDP1 block
CCCN(c1ccc(OCC)cc1)S(=O)(=O)c1ccc2c(c1)CCN2C(=O)CCC(=O)O,-13%,1%,3%
Cc1cc(NC(=O)c2ccco2)sc1C,-2%,?,3%
Cc1cc(N/N=C/c2cccc(Cl)c2)nc(NCc2ccccc2)n1,-10%,7.3µM*,3%
Cc1cccc(NC(=O)c2cc(=O)c3ccccc3o2)c1,-13%,?,.
O=C1OCCN1C(=O)[C@H]1[C@H](c2ccc([N+](=O)[O-])cc2)C(c2cccc(Cl)c2)=NN1c1ccccc1,8%&-10%,-6%,13%&-3%
O=C(Nc1ccc2c(c1)OCCO2)C1CCCN(S(=O)(=O)c2cccs2)C1 (stereo unspecified),-1%,?,4%
Cc1ccc(C(=O)Nc2cccc(-c3cn4ccccc4n3)c2)cc1,-3%,?,8%
Cc1[nH]nc(SCC(=O)NC2CCCC2)c1[N+](=O)[O-],-6%,7%,2%
N#Cc1ccc(OCC(=O)N/N=C(\CCC(=O)O)c2cccs2)cc1,2%,5%,3%
O=S(=O)(Nc1ccc(Cl)cn1)c1ccccc1,-4%,5%,4%
CCOC(=O)C(NC(C)=O)(N1CCOCC1)C(F)(F)F (stereo unspecified),-4%,.,0%
CC(Oc1ccc(Cl)cc1Cl)C(=O)NC1=NN(c2ccccc2)C(=O)C1 (stereo unspecified),-10%,?,6%
COc1ccccc1N1CCN(C(=O)c2ccc(Cn3c(=O)[nH]c4ccsc4c3=O)cc2)CC1,-5%,-33%,10%
COc1ccc(NC(=O)C2CCCN(c3cnccn3)C2)cc1 (stereo unspecified),-6%,-6%,6%
CCCCN(C(=O)c1ccc2c(c1)OCO2)c1c(N)n(CCCC)c(=O)[nH]c1=O,-17%,-7%,-4%
CCCS(=O)(=O)N1CCC(C(=O)NCCCN(CC)c2cccc(C)c2)CC1,-1%,?,0%
Cn1c(=O)n(Cc2ccc(Br)cc2)c2ccccc21,2%,?,6%
O=C1CSC(c2cccc([N+](=O)[O-])c2)N1CCc1ccccc1 (stereo unspecified),-23%,-11%,.
Cc1ccc(NC(=O)c2ccc(C)c(NC3=NC4CS(=O)(=O)CC4S3)c2)cc1C (stereo unspecified),-8%,-6%,.
CC(C)(C)NC(=O)CC(c1ccccc1)c1ccccc1O (stereo unspecified),-3%,-8%,5%
O=C(O)CN1C(=O)/C(=C\c2cc(Br)ccc2OCc2ccc(Cl)cc2)SC1=S,-26%,6%,.
CCN(CC)CCn1c2c(c(SCC(=O)Nc3cccc(C(F)(F)F)c3)nc1=O)CCC2,-7%,?,0%
O=C(c1ccc(N2CCN(C(=O)c3cccc(F)c3)CC2)cc1)c1cccc(F)c1,-22%,?,10%
O=C(NCCCn1ccnc1)c1ccc(Cl)c(S(=O)(=O)N2CCOCC2)c1,-4%,1%,2%
Cc1ccc2[nH]c(CCN(C)C)c(CN3CCOCC3)c2c1,0%,?,0%
CC(C)c1ccc(-c2noc(C3CCCN(C(=O)c4ccc(F)cc4F)C3)n2)cc1 (stereo unspecified),-13%,21µM*,2%
O=C(c1cc(COc2ccc(F)cc2Cl)on1)N1CCCCCCC1,-8%,?,-13%
Cc1ccccc1OCC(O)CN(Cc1ccccc1O)C1CCCCC1 (stereo unspecified),-11%,13µM*,5%
C/C(N)=C(/C#N)C(=O)CSc1nnc(-c2ccc3c(c2)OCO3)o1,-6%,?,-1%
Cc1cccc(C(=O)OCC(=O)Nc2ccc(N3CCCCC3)cc2)c1O,-7%,-15%,6%
COc1ccccc1OP(=O)(O)Oc1ccccc1OC,-4%,-5%,-3%
Cc1ccc(OC2=NS(=O)(=O)c3ccccc32)cc1,2%,5%,1%&2%
O=C(NCN1CCN(c2ccccc2F)CC1)c1cccnc1,-3%,-24%,7%
COc1ccc(CCN(C(=O)C(F)(F)F)C(C(=O)NC2CCCCC2)c2cccs2)cc1 (stereo unspecified),-3%,4.6µM*,1%
Cc1ccc2c(c1)cc1c(=O)n(Cc3cccc(Cl)c3)nc(C)n12,-9%,?,-5%
O=C(c1ccc([N+](=O)[O-])cc1)N1CCSC1c1ccc(Cl)cc1 (stereo unspecified),1%,-22%,11%
Cc1c(Cl)cccc1N(CC(=O)NC1CCCCC1)S(C)(=O)=O,3%,-14%,5%
COc1ccc(C(C)=O)cc1CN1CCCCC1,-6%,0%,5%
CCc1ccccc1N(C)C(=O)Cn1cnc2sc(C)c(S(=O)(=O)N3CCN(c4ncccn4)CC3)c2c1=O,-7%,?,0%
O=C(Nc1ccc2c(c1)OCO2)c1cc(-c2cccnc2)nc2ccccc12,-3%,?,8%
CN1/C(=C/C2CC(=O)NC2=O)C(C)(C)c2ccccc21 (stereo unspecified),0%,-10%,4%
COc1ccccc1CNS(=O)(=O)c1c(C)noc1C,1%,3%,0%
Cc1ccc(Nc2nc(NCC3CCCO3)nc(N)c2[N+](=O)[O-])cc1 (stereo unspecified),1%,-40%,.
COc1cccc(CNC(=O)Cn2c(=O)c3cccn3c3ccc(F)cc32)c1OC,-11%,7%,4%
CC(C)c1nc2sc3c(=S)nc[nH]c3c2c2c1CCC2,0%,23µM*,-3%
c1ccc2c3c([nH]c2c1)C(C1CCCCC1)N(Cc1ncc[nH]1)CC3 (stereo unspecified),-3%,?,5%
COc1ccc(NC(=O)c2nc(S(=O)(=O)Cc3ccc(C)cc3)ncc2Cl)cc1,2%,2.1µM*,-5%
NC(N)=Nc1nc(-c2ccccc2)c2ccccc2n1,2%,15µM*,0%
CC(=O)NS(=O)(=O)c1ccc(NC(=O)c2ccc(Br)o2)cc1,-8%,-7%,5%
Cc1ccc(/C=C/S(=O)(=O)NCC(=O)OCC(=O)Nc2ccc(C(=O)N(C)C)cc2)cc1,1%,19%,4%
CC1CCCCC12NC(=O)N(CC(=O)OCc1ccccc1Cl)C2=O (stereo unspecified),-4%,-28%,-2%
O=C(NCC(c1ccco1)N1CCCC1)c1cccc(NS(=O)(=O)c2ccc(Br)cc2)c1 (stereo unspecified),3%,-24%,0%
CCOC(=O)C1=C(C)c2ccccc2N(S(=O)(=O)C(F)(F)F)C1C(=O)OCC (stereo unspecified),-18%&-4%,-18%,-10%[56.1 µM]
Cc1ccc(NC(=O)c2cc(S(=O)(=O)NCCC3=CCCCC3)ccc2F)cc1F,-25%&10%,16µM*,0%&0%
Cc1cc(=O)oc2cc(OC(C)C)ccc12,1%,-1%,3%
Cc1ccc(C23OCCN2CCn2nc4ccccc4c23)cc1 (stereo unspecified),?,-15%,1%
Cc1cccc(NC(=O)CN(C)S(=O)(=O)c2ccc(Cl)cc2)n1,0%,-9%,-1%
Fc1ccccc1N1CCN(c2nccn3nc(-c4ccc(Br)cc4)cc23)CC1,-2%,12%,5%
COc1cc(/C=C(\C#N)C(=O)c2ccc(O)c(O)c2)cc(I)c1O,-24%&-30%,-2%,6%[56.1 µM]
O=C(CN1CCOCC1)Nc1ccc(NC(=O)CN2CCOCC2)c(Cl)c1,0%,-7%,1%

The list goes on:
mol,KAT2A inh,TDP1 cell noCPT,TDP1 block
Cc1nc(SCc2nc3ccc(C(=O)c4ccccc4)cc3[nH]2)c2oc3ccccc3c2n1,-2%,.,2%
COc1ccc(NC(=O)CN(C)C(=O)c2ccccc2SCC(=O)N2CCCC2)cc1,0%,-16%,.
COc1cc(OC)cc(C(=O)NNC(=O)c2nn(C)c(=O)c3ccccc23)c1,-4%,?,2%
CCN1CCCC1CNS(=O)(=O)c1ccc(Cl)c(C(F)(F)F)c1 (stereo unspecified),1%,-13%,5%
CCOc1ccc(CC(=O)NCCc2sc3nc(-c4ccc(F)cc4)nn3c2C)cc1,-2%,?,0%
CC1CC(C)(C)CC2(C1)NC(=O)N(CC(=O)NCCc1c[nH]c3ccccc13)C2=O (stereo unspecified),-2%,11%,0%
Cc1cc(C)cc(OCC(=O)OC/C(O)=C(\C#N)c2nc3ccccc3[nH]2)c1,0%,21µM*,0%
COc1cc(NC(=O)C(CCS(C)(=O)=O)N2Cc3ccccc3C2=O)cc(OC)c1OC (stereo unspecified),-1%,26%,-5%
COc1cc(OC)cc(C(=O)N2CCN(C(=O)c3ccc(OC)c(OC)c3)CC2)c1,-9%,-6%,4%[56.1 µM]
CN(/N=C/c1ccc(O)cc1O)c1nc(-c2ccccc2)cc(-c2ccccc2)n1,-1%,12µM*,4%
CC(C)CC(=O)NC(=S)Nc1ccc(N2CCCC2)c(Cl)c1,-8%,-14%,-4%
CC(=O)C1(O)C(C)CC2C3CCC4CC(O)CCC4(C)C3=CCC21C (stereo unspecified),-1%,-26%,1%
COC(=O)CC1C(=O)NCCN1C(=O)c1c(F)cccc1F (stereo unspecified),2%,-1%,6%[0.0935 µM]
O=C1c2ccccc2NC2(CCCC2)N1O,-9%,?,2%
O=C(COc1ccc(Cl)cc1)NCc1nnc(SCC(=O)N2CCCc3ccccc32)o1,1%,?,0%
COc1cccc(CN(C)C(=O)CCN=C2NS(=O)(=O)c3ccccc32)c1,-1%,-12%,-3%
COc1ccc(C2C(C#N)=C(N)N(c3cccnc3)C3=C2C(=O)CC(C)(C)C3)cc1OC (stereo unspecified),-2%,?,1%
COc1ccccc1CNc1ncc(-c2ccccc2)n1C,-1%,?,.
CN(Cc1cnccn1)C(=O)CC1C(=O)NCCN1Cc1cccc(Oc2ccccc2)c1 (stereo unspecified),-16%,-29%,5%
CCCCn1c(CNC(=O)C(C)(C)C)nc2ccccc21,-4%,?,3%
CCN(C(=O)COC(=O)/C=C/c1ccccc1Cl)c1c(N)n(Cc2ccccc2)c(=O)[nH]c1=O,-7%,?,-10%
CC(=O)Cc1nsc(NC(=O)c2ccc(COc3cccc(C)c3)o2)n1,-3%,-11%,-21%
CCCN(CC(=O)Nc1ccc(F)c(F)c1F)C(=O)c1cc([N+](=O)[O-])ccc1N1CCOCC1,-1%,?,6%

14 compounds out of the list, ordered by formula weight, falling:
mol,KAT2A inh,TDP1 cell noCPT,TDP1 block
CCN(C(=O)COC(=O)/C=C/c1ccccc1Cl)c1c(N)n(Cc2ccccc2)c(=O)[nH]c1=O,-7%,?,-10%
O=C(COc1ccc(Cl)cc1)NCc1nnc(SCC(=O)N2CCCc3ccccc32)o1,1%,?,0%
Cc1nc(SCc2nc3ccc(C(=O)c4ccccc4)cc3[nH]2)c2oc3ccccc3c2n1,-2%,.,2%
CN(Cc1cnccn1)C(=O)CC1C(=O)NCCN1Cc1cccc(Oc2ccccc2)c1 (stereo unspecified),-16%,-29%,5%
COc1ccc(NC(=O)CN(C)C(=O)c2ccccc2SCC(=O)N2CCCC2)cc1,0%,-16%,.
COc1ccc(C2C(C#N)=C(N)N(c3cccnc3)C3=C2C(=O)CC(C)(C)C3)cc1OC (stereo unspecified),-2%,?,1%
COc1cc(OC)cc(C(=O)N2CCN(C(=O)c3ccc(OC)c(OC)c3)CC2)c1,-9%,-6%,4%[56.1 µM]
CC1CC(C)(C)CC2(C1)NC(=O)N(CC(=O)NCCc1c[nH]c3ccccc13)C2=O (stereo unspecified),-2%,11%,0%
CN(/N=C/c1ccc(O)cc1O)c1nc(-c2ccccc2)cc(-c2ccccc2)n1,-1%,12µM*,4%
COc1cc(OC)cc(C(=O)NNC(=O)c2nn(C)c(=O)c3ccccc23)c1,-4%,?,2%
Cc1cc(C)cc(OCC(=O)OC/C(O)=C(\C#N)c2nc3ccccc3[nH]2)c1,0%,21µM*,0%
CCN1CCCC1CNS(=O)(=O)c1ccc(Cl)c(C(F)(F)F)c1 (stereo unspecified),1%,-13%,5%
COC(=O)CC1C(=O)NCCN1C(=O)c1c(F)cccc1F (stereo unspecified),2%,-1%,6%[0.0935 µM]
O=C1c2ccccc2NC2(CCCC2)N1O,-9%,?,2%
